Source: PubChem BioAssay (several laboratories)
TMEM16A inh: mouse TMEM16A channel inhibition, primary screen; Q8BHY3; HEK293 TMEM16A/YFP iodide influx fluorescence, ionomycin; normalized B-score (activity score, 25-100; higher = stronger inhibition) at 10 µM; 1.2% of 310,000 active;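 active = ratio plate-corrected score three or more library SD toward inhibition, starting fluorescence score within five deviations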;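 also: score derived from kinetic fluorescence span divided by baseline fluorescence per well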
hERG rescue: compounds protecting human hERG from proarrhythmic drug block | 0.51% of 310,000 active | CHO-hERG, FluxOR thallium flux, dofetilide IC70 present | activation (rescue from dofetilide block), less the hit threshold, % at 10 µM | Q12809 | AID 1511;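 active = activation above the mean of controls blocked by dofetilide plus 5 SD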;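 also: thallium influx through hERG after potassium depolarization seen as dye fluorescence rise; in these data hits start at about 4.7%; inactives centre near -7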
HDAC3 inh: inhibitors of human histone deacetylase 3; recombinant HDAC3, fluorogenic peptide/trypsin coupled, fluorescence; inhibition, % at 8.3 µM; 0.15% of 320,000 active; in the data active = inhibition above about 26%, passing the limit was not always enough; inconclusive = no clear call, values can overlap the other calls
Target sequence (O15379 whole entry, looked up): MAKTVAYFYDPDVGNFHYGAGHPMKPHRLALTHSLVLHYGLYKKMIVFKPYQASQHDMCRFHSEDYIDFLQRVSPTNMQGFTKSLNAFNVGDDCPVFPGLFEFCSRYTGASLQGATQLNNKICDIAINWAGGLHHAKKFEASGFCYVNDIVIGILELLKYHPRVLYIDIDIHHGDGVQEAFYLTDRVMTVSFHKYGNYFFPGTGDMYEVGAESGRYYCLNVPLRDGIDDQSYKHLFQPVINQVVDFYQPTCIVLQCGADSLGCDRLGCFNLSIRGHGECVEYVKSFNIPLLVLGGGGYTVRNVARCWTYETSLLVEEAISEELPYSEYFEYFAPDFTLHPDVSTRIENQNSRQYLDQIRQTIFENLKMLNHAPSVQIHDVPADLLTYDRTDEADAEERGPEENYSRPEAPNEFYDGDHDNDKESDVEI
KCNK9 block: inhibitors of human KCNK9 two-pore domain potassium channel. 1.2% of 310,000 active. B-score at 10 µM. HEK293 KCNK9, FluxOR thallium flux fluorescence; stronger effect = lower value. Q9NPC2;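 active = ratio B-score over 3 SD below the library mean, with starting fluorescence within 5 SD of its mean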;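 also: negative B-score means less thallium flux so channel inhibition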
KCNQ1 inh: human KCNQ1 channel inhibition. AID 2642. P51787. 1.3% of 310,000 active. CHO-K1 KCNQ1, FluxOR thallium flux fluorescence; stronger effect = higher value. B-score at 10 µM;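 active = compounds whose thallium flux B-score, printed positive for inhibition, exceeds three library SD while starting fluorescence stays within three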;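 also: channel opened by potassium depolarization with thallium stimulus after 20 min compound exposure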
DYRK1A inh: inhibitors of rat Dyrk1A kinase. inhibition, % at 12.5 µM. 0.43% of 310,000 active. AID 504441. ADP-Glo luminescence, NFATc1 peptide; in the data active = inhibition above about 50%;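 also: plate controls were vehicle with enzyme for no effect and no enzyme for full effect; many of its hits are not listed in these tables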
TRPC4 agonist: TRPC4 (mouse) channel activation; B-score at 10 µM; HEK293 TRPC4beta/mu-opioid, Fluo4 calcium fluorescence; stronger effect = higher value; 0.49% of 310,000 active; Q9QUQ5;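 active = B-score above 5 SD of library B-scores, and initial fluorescence ratio not above library mean plus 5 SD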;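 also: positive B-score marks a calcium rise read as TRPC4 activation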
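Test system: HEK293 cells stably co-expressing mouse TRPC4beta and mu-opioid receptor | Schedule: Fluo4 dye loading 45 min at room temperature, 110 s recording | Measured by: Kinetic Fluo4 calcium fluorescence, 5 s baseline at 1 Hz | Evaluation: B score of integrated ratio | Controls: Buffer (low) and maximal DAMGO (high)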
TRPC4 PAM: TRPC4 (mouse) allosteric potentiation. B-score at 10 µM. Q9QUQ5. 0.42% of 310,000 active. AID 2227. HEK293 TRPC4beta/mu-opioid, DAMGO EC20, Fluo-4 Ca2+ flux; stronger effect = higher value;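 active = B-score of calcium response area above 5 SD of library B-scores, with initial fluorescence ratio within 5 SD of library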;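 also: B-score of integrated fluorescence ratio over time as area under calcium response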
KCNK3 block: human KCNK3 channel inhibition, primary screen; CHO-KCNK3 thallium flux, FluxOR fluorescence; stronger effect = lower value; 0.84% of 340,000 active; B-score at 10 µM; O14649; AID 602410;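 active = B-score under library mean minus 4 SD, starting fluorescence ratio at most library mean plus 5 SD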;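 also: more negative B-score means stronger inhibition of thallium flux through KCNK3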
Target sequence (O14649 whole entry, looked up): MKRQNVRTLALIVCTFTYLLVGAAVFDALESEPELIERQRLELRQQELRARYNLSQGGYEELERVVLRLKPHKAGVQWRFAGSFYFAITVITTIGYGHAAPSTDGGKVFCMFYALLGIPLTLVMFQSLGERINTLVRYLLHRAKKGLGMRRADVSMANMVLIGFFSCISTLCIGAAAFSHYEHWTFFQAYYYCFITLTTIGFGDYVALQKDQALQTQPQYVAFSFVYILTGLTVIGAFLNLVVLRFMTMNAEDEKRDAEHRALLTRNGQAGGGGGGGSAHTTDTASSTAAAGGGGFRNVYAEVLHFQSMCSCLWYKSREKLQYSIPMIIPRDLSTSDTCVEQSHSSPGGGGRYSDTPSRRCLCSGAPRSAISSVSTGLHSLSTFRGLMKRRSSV
ANO1 activ: mouse TMEM16A channel activation, primary screen | Q8BHY3 | HEK293 TMEM16A/YFP-H148Q/I152L, iodide quench fluorescence; stronger effect = lower value | B-score at 10 µM | 0.3% of 340,000 active | AID 623877;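 active = fluorescence-ratio B-score plate-corrected deviation score at least 3 library SD below zero, with starting fluorescence score within 5 deviations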;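 also: channel opened by trigger with iodide after compound preincubation; score built on the fluorescence ratio of max minus min over baseline; more negative score means more quench and so TMEM16A activation or potentiation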
KCNQ1 act: potentiates or activates the human KCNQ1 potassium channel. P51787. CHO-K1 KCNQ1, thallium flux FluxOR fluorescence; stronger effect = higher value. B-score at 10 µM. 0.35% of 310,000 active. AID 2648;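 active = fluorescence ratio B-score, a plate-corrected score, at least three library SD, with initial intensity B-score within 5 SD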
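System: Stable KCNQ1 CHO-K1 line | Incubation: 90 min dye loading and 20 min compound exposure, both at room temperature | Measure: Ratio B score | Medium: Assay buffer for compound exposure, DMSO matched across wells | Compound dosing: Single-concentration screen | Probe or stimulus: K+/Tl+ depolarizing stimulus | Measured by: Kinetic FluxOR fluorescence, 10 s baseline plus 110 s post-stimulus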
An asterisk follows results filed as active; i = inactive; ? = inconclusive; / = no result given.

item	smiles	TMEM16A inh	hERG rescue	HDAC3 inh	KCNK9 block	KCNQ1 inh	DYRK1A inh
1	CCN1CCN(Cc2cccc(Oc3ccc(Cl)cc3)c2)CC1	i	-9	?	i	i	-5
2	CCCc1cc2c(OC(=O)CC)c(-c3ccc(C(=O)OCC)o3)c(=O)oc2cc1OC	i	-5	-363	i	i	4
3	COc1ccc(C(=O)CSc2nnc(-c3ccco3)n2C)cc1	i	-12	16	i	i	-8
4	N#CC12CCCCC1CC1CCCCC1(C#N)N2N (stereo not given)	i	-9	-5	i	i	/
5	O=C(c1ccc(CNc2c(N3CCOCC3)c(=O)c2=O)cc1)N1CC=C(c2ccccc2)CC1	i	/	0	/	/	10
6	COc1ccc(CCN(C)CCCN2CC(c3ccccc3)CC2=O)cc1OC (stereo not given)	i	-7	4	i	i	4
7	COC(=O)CSc1nc(N)nc(C)c1Cl	i	-5	1	i	i	-1
8	CCCCOCC(O)CN1CCN(C(C)=O)CC1 (stereo not given)	i	-5	0	i	i	3
9	Cc1ccc(NC(=O)CCOc2ccccc2)cc1S(=O)(=O)Nc1ccccc1Cl	i	-1	2	i	i	-2
10	COc1ccc(/C=C/c2noc(-c3ccccc3O)n2)cc1	i	-8	0	i	i	-3
11	COc1ccc(C2C(C#N)=C(N)N(c3cccnc3)C3=C2C(=O)CCC3)cc1Cn1cc([N+](=O)[O-])cn1 (stereo not given)	i	-3	23	i	i	-6
12	O=C(CCc1nc2ccccc2c(=O)[nH]1)Nc1ccc(N2CCCCC2)cc1	i	-11	-2	i	i	3
13	COC(=O)c1cc(NC(=O)c2c(Cl)cnn2C)cc(C(=O)OC)c1	i	-3	0	i	i	-2
14	Cc1ccc(-c2nnc(-n3nnc4ccccc43)c3ccccc23)cc1	i	-8	0	i	i	1
15	COc1cccc(NC(=S)NC2CC(C)(C)NC(C)(C)C2)c1	i	-7	-1	i	i	-1

item	TRPC4 agonist	TRPC4 PAM	KCNK3 block	ANO1 activ	KCNQ1 act
1	i	i	i	i	i
2	i	i	i	i	i
3	i	i	i	i	i
4	i	i	i	i	i
5	/	/	i	i	/
6	i	i	i	i	i
7	i	i	i	i	i
8	i	i	i	/	i
9	i	i	i	i	i
10	i	i	i	i	i
11	i	i	i	i	i
12	i	i	i	i	i
13	i	i	i	i	i
14	i	i	i	i	i
15	i	i	i	i	i

2 entries picked at random from the list so far:
item	smiles	TMEM16A inh	hERG rescue	HDAC3 inh	KCNK9 block	KCNQ1 inh	DYRK1A inh
12	O=C(CCc1nc2ccccc2c(=O)[nH]1)Nc1ccc(N2CCCCC2)cc1	i	-11	-2	i	i	3
2	CCCc1cc2c(OC(=O)CC)c(-c3ccc(C(=O)OCC)o3)c(=O)oc2cc1OC	i	-5	-363	i	i	4

item	TRPC4 agonist	TRPC4 PAM	KCNK3 block	ANO1 activ	KCNQ1 act
12	i	i	i	i	i
2	i	i	i	i	i

Additional structures:
item	smiles	TMEM16A inh	hERG rescue	HDAC3 inh	KCNK9 block	KCNQ1 inh	DYRK1A inh
16	COc1cccc(CNC(=O)C2CCN(S(=O)(=O)c3ccc4c(c3)OCCO4)CC2)c1	i	-5	0	i	i	-7
17	O=c1onc(-c2ccccc2)c2ccccc12	i	-2	-5	i	i	-3
18	O=C(NC(CC(=O)N1CCCC(C(F)(F)F)C1)c1ccccc1)c1ccccc1Cl (stereo not given)	i	-8	1	i	i	-2
19	O=c1[nH]nc(-c2ccc(OCc3ccc(Cl)cc3Cl)cc2)o1	i	-1	0	i	i	-6
20	Cc1ccc(CSCC(=O)Nc2ccc(F)cc2)cc1	i	-6	0	i	i	-3
21	CCCN(C(=O)c1ccc2c(SCC(=O)O)c3c(nc2c1)CCC3)c1cccc(C)c1	i	-7	-4	i	i	/
22	O=C1Nc2ccccc2/C1=N\N1CCOCC1	i	-6	-8	i	i	/
23	CCn1c(SCc2ccccc2Cl)nc2nc3c(cc2c1=O)CCCC3	/	-12	/	i	i	0
24	Cc1ccc(-n2nc3c(c2NC(=O)c2cccs2)CS(=O)(=O)C3)c(C)c1	i	-5	-2	i	i	-1
25	COc1ccc(Nc2nc(C)cc(C)c2C#N)cc1	i	-3	0	i	i	1
26	O=C(NCC1CCCO1)c1cccnc1NCc1ccc(F)cc1 (stereo not given)	i	-1	-1	i	i	-5
27	COC(=O)c1c(C)cc(O)cc1O	i	-1	-7	i	i	11
28	CN(C)c1nnnn1-c1ccc(Cl)cc1Cl	i	-4	-1	i	i	2
29	CCCC(=O)OCCNC(=O)c1cc2ccccc2oc1=O	i	-12	2	i	i	20
30	CC(Sc1nc2sccc2c(=O)n1-c1ccccc1)C(N)=O (stereo not given)	i	-10	7	i	i	-1

item	TRPC4 agonist	TRPC4 PAM	KCNK3 block	ANO1 activ	KCNQ1 act
16	i	i	i	i	i
17	i	i	i	i	i
18	i	i	i	i	i
19	i	i	i	i	i
20	i	i	i	i	i
21	i	i	i	i	i
22	i	i	i	i	i
23	i	i	i	i	i
24	i	i	i	i	i
25	i	i	i	i	i
26	i	i	i	i	i
27	i	i	i	i	i
28	i	i	i	i	i
29	i	i	i	i	i
30	i	i	i	i	i

Single records, from the list above. Values in the order: TMEM16A inh, hERG rescue, HDAC3 inh, KCNK9 block, KCNQ1 inh, DYRK1A inh, TRPC4 agonist, TRPC4 PAM, KCNK3 block, ANO1 activ, KCNQ1 act
O=C(NC(CC(=O)N1CCCC(C(F)(F)F)C1)c1ccccc1)c1ccccc1Cl (stereo not given) in the list: i, -8, 1, i, i, -2, i, i, i, i, i
CN(C)c1nnnn1-c1ccc(Cl)cc1Cl in the list: i, -4, -1, i, i, 2, i, i, i, i, i
CCCC(=O)OCCNC(=O)c1cc2ccccc2oc1=O in the list: i, -12, 2, i, i, 20, i, i, i, i, i
O=C1Nc2ccccc2/C1=N\N1CCOCC1 in the list: i, -6, -8, i, i, /, i, i, i, i, i
COc1ccc(Nc2nc(C)cc(C)c2C#N)cc1 in the list: i, -3, 0, i, i, 1, i, i, i, i, i

Remaining list, next part.
item	smiles	TMEM16A inh	hERG rescue	HDAC3 inh	KCNK9 block	KCNQ1 inh	DYRK1A inh
31	CC(C)N=C(NC#N)SCc1ccc(Br)cc1	i	-3	-2	i	i	1
32	Cc1ccccc1C(=O)NCCCCc1ccccc1	i	-3	1	i	i	-4
33	COc1cccc(C2(CSc3nnc(-c4cc(OC)c(OC)c(OC)c4)o3)OCCO2)c1	i	-5	-6	i	i	0
34	CCCCC1C2C(=O)N(c3ccccc3)C(=O)C2ON1c1ccccc1 (stereo not given)	i	-7	-6	i	i	/
35	COc1ccccc1-c1nc(-c2ccc(Br)o2)no1	i	-10	-3	i	i	5
36	Cn1c(C(=O)N2CCCC(C(=O)NCCc3ccccc3)C2)cc2sccc21 (stereo not given)	i	-11	-3	i	i	-1
37	CCCCS(=O)c1c(O)c2ccccc2[nH]c1=O (stereo not given)	i	-6	2	i	i	-4
38	Cc1ccc(S(=O)(=O)NCc2ccccc2)cc1C(=O)NC1CCC(C)CC1 (stereo not given)	i	-7	4	i	i	-7
39	Cc1nnc(SC(C)C)n(N)c1=O	i	-14	-3	i	i	/
40	COC(=O)CCC(=O)OC1(C)C(=O)C2=CN(CCCCO)C(c3ccc(OC)cc3)=CC2=C(Br)C1=O (stereo not given)	i	-7	0	i	i	/
41	O=C(/C=C/c1ccco1)Nc1cccnc1	i	-5	13	i	i	5
42	Cc1c(Br)ccc(NC(=O)Cn2nc(-c3cccs3)ccc2=O)c1C	i	-13	-9	i	i	1
43	Cc1nn(C(C)C(=O)NNC(=S)Nc2ccc(F)cc2)c(C)c1[N+](=O)[O-] (stereo not given)	i	-8	1	i	i	5
44	CCn1c(C)nc2cc(C(=O)N/N=C/c3ccc(N4CCOCC4)cc3)ccc21	i	-11	0	i	i	-4
45	Cc1c(NC(=O)N2CCCCCC2)c(=O)n(-c2ccccc2)n1C	i	-5	-1	i	i	-3

item	TRPC4 agonist	TRPC4 PAM	KCNK3 block	ANO1 activ	KCNQ1 act
31	i	i	i	i	i
32	i	i	i	i	i
33	i	i	i	i	i
34	i	i	i	i	i
35	i	i	i	i	i
36	i	i	i	i	i
37	i	i	i	i	i
38	i	i	i	i	i
39	i	i	i	i	i
40	i	i	/	/	i
41	i	i	i	i	i
42	i	i	i	i	i
43	i	i	i	i	i
44	i	i	i	i	i
45	i	i	i	i	i

item	smiles	TMEM16A inh	hERG rescue	HDAC3 inh	KCNK9 block	KCNQ1 inh	DYRK1A inh
46	Cc1cc2ccccn2c1C(=O)c1ccc(F)cc1	i	-6	3	-7.2*	i	-8
47	COc1ccc(CC(=O)Nc2c(C(N)=O)oc3ccccc23)cc1	i	-5	2	i	i	1
48	COCCC(=O)N1CCC(Oc2ccc(C(=O)N3CCC(N(C)C)C3)cc2)CC1 (stereo not given)	i	-8	-4	i	i	-7
49	Cc1cc(C)c(NC(=O)c2cc3c(nc4sccn43)s2)c(C)c1	i	-6	6	i	i	2
50	CC1CC(C)CN(C(=O)CSc2nnc(CSc3ncccn3)n2C)C1 (stereo not given)	i	-8	-1	i	i	-2
51	C=CCn1c(SCC(=O)N(C)C2CCS(=O)(=O)C2)nc2ccccc2c1=O (stereo not given)	i	-3	-7	i	i	0
52	Cn1cc(Br)c(C(=O)Nc2nccs2)n1	i	-5	-3	i	i	8
53	Cc1ccc(SCc2cc(=O)[nH]c(N3CCN(Cc4ccc5c(c4)OCO5)CC3)n2)cc1	i	0	0	i	i	-1
54	CC(=O)c1ccc(-n2nnnc2SCC(=O)NNC(=O)c2ccco2)cc1	i	-3	-4	i	i	7
55	COc1ccc(N(C)S(=O)(=O)c2ccc3c(c2)CCN3C(=O)C2CC2)c(OC)c1	i	-17	-3	i	i	22
56	CC(O)[C@H]1CC[C@H]2[C@@H]3CC[C@H]4C[C@@H](O)CC[C@]4(C)[C@H]3/C(=N/O)C[C@]12C (stereo not given in full)	i	-10	9	i	i	1

item	TRPC4 agonist	TRPC4 PAM	KCNK3 block	ANO1 activ	KCNQ1 act
46	i	i	i	i	i
47	i	i	i	i	i
48	i	i	i	i	i
49	i	i	i	i	i
50	i	i	i	i	i
51	i	i	i	i	i
52	i	i	i	i	i
53	i	i	i	i	i
54	i	i	i	i	i
55	i	i	i	i	i
56	i	i	i	i	i

An excerpt; rates above refer to the full screens.
